LRH-1 inv ag: suppresses constitutive activity of human LRH-1. O00482. HEK293T StAR-luciferase reporter, LRH-1 transfected, 24 h. inhibition, % at 3.6 µM. 360,000 compounds, 0.13% hits. AID 602396;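 active means inhibition above the mean inhibition of all tested compounds plus 3 SD, cut at about 73% in these data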;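 further: 0% = DMSO wells and 100% = reporter-only cells lacking LRH-1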
SRC2 inh: human SRC2 (NCOA2) inhibition | Q15596 | HEK293 GAL4-SRC2 luciferase reporter, luminescence | inhibition, % at 9 µM | 370,000 compounds, 0.17% hits | AID 651957;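 active means inhibition above the mean inhibition of all tested compounds plus 3 SD, set per campaign, cut at about 52% in these data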;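 further: 0% = DMSO treated cells and 100% = cells given Gossypol at 36 µM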
NR2F2 inh: blocks human COUP-TFII nuclear receptor; HEK293T NGFI-A luciferase reporter, luminescence; P24468; AID 686940; 370,000 compounds, 0.7% hits; inhibition, % at 8.6 µM;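 active means inhibition above a per-plate cutoff, mean inhibition of test wells between control levels plus 3 SD, cut at about 38% in these data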;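 further: cells cotransfected with COUP-TFII expression vector driving the NGFI-A reporter; 0% = median of COUP-TF2 test wells and 100% = reporter-only cells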
Target sequence (P24468 whole entry, looked up): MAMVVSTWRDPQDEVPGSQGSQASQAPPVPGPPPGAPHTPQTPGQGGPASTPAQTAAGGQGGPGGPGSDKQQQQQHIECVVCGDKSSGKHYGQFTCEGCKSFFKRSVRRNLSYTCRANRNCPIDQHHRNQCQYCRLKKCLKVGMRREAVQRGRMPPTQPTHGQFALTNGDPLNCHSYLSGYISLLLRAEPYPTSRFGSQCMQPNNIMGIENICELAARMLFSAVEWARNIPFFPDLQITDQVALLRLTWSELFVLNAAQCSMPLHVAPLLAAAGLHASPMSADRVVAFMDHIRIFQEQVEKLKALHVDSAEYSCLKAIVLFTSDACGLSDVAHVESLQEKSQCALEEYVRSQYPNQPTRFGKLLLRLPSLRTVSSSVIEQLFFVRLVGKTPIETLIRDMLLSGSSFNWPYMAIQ
C8 TRAIL sens: sensitizes caspase-8 expressing cells to TRAIL; NB7+C8 cells + TRAIL, ATPlite viability luminescence; 360,000 compounds, 1% hits; AID 624354; inhibition (viability loss, TRAIL sensitization), % at 10 µM;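 active means compounds causing at least 50% loss of cell viability in the single-dose screen, relative to plate controls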
TROY signal inh: inhibitors of TROY-dependent NF-kB signaling | Q293 LMP1-TROYcd NF-kB luciferase reporter, 4 h | AID 1347056 | 360,000 compounds, 0.98% hits | inhibition, % at 10 µM;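 active means compounds whose plate-normalised and pattern-corrected inhibition of the luciferase reporter signal at the single screening dose is 50% or more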
SRC3 inh: inhibitors of human steroid receptor coactivator 3 (SRC3) | Q9Y6Q9 | HEK293 GAL4-SRC3 luciferase reporter, luminescence | inhibition, % at 3.6 µM | 360,000 compounds, 0.17% hits | AID 588352;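 active means inhibition above a per-campaign cutoff, the mean of all compounds plus 3 SD, cut at about 60% in these data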;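 further: 0% = DMSO-treated cells and 100% = gossypol-treated cells at 36 µM; higher means less SRC3-driven luciferase light from the GAL4 reporter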
EBV LMP1 NFkB: Epstein-Barr LMP1 NF-kappaB reporter inhibition | LMP1-induced NF-kappaB luciferase reporter cells, luminescence | inhibition, % at 12.5 µM | 350,000 compounds, 0.69% hits | AID 504558; in the data active means inhibition above about 41%; inconclusive means no clear call, values can overlap the other calls;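 further: 0% = neutral control wells and 100% = reference inhibitor control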
NOD2-RIPK2 inh: inhibitors of human NOD2-RIPK2 interaction; inhibition, % at 4.98 µM; 360,000 compounds, 0.38% hits; O43353; CHO BLA complementation NOD2-RIPK2, CCF4 ratio; in the data active means inhibition above about 21%;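 further: 0% = vehicle only and 100% = reference blocker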
Target sequence (O43353 whole entry, looked up): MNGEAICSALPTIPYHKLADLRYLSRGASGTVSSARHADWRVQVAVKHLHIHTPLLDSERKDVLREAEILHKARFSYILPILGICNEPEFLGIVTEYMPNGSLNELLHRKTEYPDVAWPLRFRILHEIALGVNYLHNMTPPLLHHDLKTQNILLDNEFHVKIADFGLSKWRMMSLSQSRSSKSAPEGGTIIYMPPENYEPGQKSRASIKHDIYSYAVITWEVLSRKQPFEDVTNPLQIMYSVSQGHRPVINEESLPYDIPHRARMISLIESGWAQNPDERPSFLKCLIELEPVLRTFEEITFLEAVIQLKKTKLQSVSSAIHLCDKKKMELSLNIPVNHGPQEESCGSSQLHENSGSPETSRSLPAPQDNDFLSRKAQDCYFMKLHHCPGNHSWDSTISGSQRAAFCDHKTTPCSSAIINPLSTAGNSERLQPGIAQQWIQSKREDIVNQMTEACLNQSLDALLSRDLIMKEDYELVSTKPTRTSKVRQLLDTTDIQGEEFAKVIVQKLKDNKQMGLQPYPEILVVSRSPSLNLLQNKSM
TLR9-MyD88 inh: TLR9-MyD88 interaction inhibition | inhibition, % at 4.98 µM | Q9NR96+Q99836 | CHO BLA complementation TLR9-MyD88, CCF4 FRET ratio | 340,000 compounds, 0.21% hits | AID 504734;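 active means inhibition above the mean over all tested compounds plus 3 SD, cut at about 21% in these data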;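 further: 0% = DMSO only wells and 100% = clavulanate BLA inhibitor control wells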
SRC1 inh: human NCOA1 inhibition; 360,000 compounds, 0.12% hits; inhibition, % at 3.6 µM; Q15788; HEK293 GAL4-SRC1 luciferase reporter, luminescence;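 active means inhibition above the campaign mean plus 3 SD, with each screening campaign given its own cutoff, cut at about 60% in these data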;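 further: 0% = DMSO treated cells and 100% = gossypol at 36 µM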
Vif imaging: HIV Vif inhibition | AID 602346 | 340,000 compounds, 0.35% hits | inhibition, % at 7.49 µM | HEK293T cells, Vif self-association by quenched fluorescence, imaging, 24 h; in the data active means inhibition above about 50%, passing the limit was not always enough; inconclusive means no clear call, values can overlap the other calls; inactive means below about 31%; further: some results filed as inactive read as strong as hits
* hit, by the source's call; ? = inconclusive; / = not tested or not shown.

SMILES | LRH-1 inv ag | SRC2 inh | NR2F2 inh | C8 TRAIL sens | TROY signal inh | SRC3 inh | EBV LMP1 NFkB | NOD2-RIPK2 inh | TLR9-MyD88 inh | SRC1 inh | Vif imaging
O=C(NC(=S)Nc1ccc(CN2CCOCC2)cc1)c1cccc([N+](=O)[O-])c1 | 15 | -21 | 13 | 7 | -3 | -7 | -1 | -1 | -14 | 5 | 6
CCOc1ccc(C(=O)NCC2CCCN2S(=O)(=O)c2cccs2)cc1 (stereo not drawn) | -10 | 3 | 4 | 14 | -30 | 12 | 8 | -4 | -10 | -8 | 0
Cc1c(CC(=O)O)c(=O)oc2cc3occ(-c4ccccc4)c3cc12 | -2 | -24 | -17 | -6 | -25 | -7 | -2 | -6 | 0 | 6 | 1
Cc1cccc(N2CCN(S(=O)(=O)c3c(C(=O)N4CCCCC4)c(C)n(C)c3C)CC2)c1C | 0 | -6 | 1 | 4 | -3 | -7 | 9 | -5 | 8 | -2 | -1
NC(=O)COC(=O)CCCSc1nc2ccccc2s1 | 0 | 4 | 22 | 7 | 44 | 2 | -2 | 3 | 1 | -11 | -5
Clc1ccc(OCCCc2nc(-c3ccncc3)no2)c(Cl)c1 | -6 | -16 | -10 | 41 | 26 | 14 | -2 | 7 | 2 | -18 | 14
CCn1c(SCC(=O)Nc2ccc(S(N)(=O)=O)cc2)nnc1-c1ccccc1OC | 10 | -1 | 11 | -4 | -9 | 0 | 1 | 2 | -1 | 0 | -3
COc1ccc(OC)c2c1sc(=NC(=O)c1cccc(N3C(=O)CCC3=O)c1)n2C | 15 | -2 | 11 | -15 | -12 | -3 | 9 | 9 | 0 | -6 | 2
CSCC[C@H](NC(=O)OC(C)(C)C)C(=O)N/N=C/c1cccc2nccnc12 | 9 | -8 | 10 | 6 | 17 | 4 | -1 | 3 | -8 | 8 | -6
Cc1ccccc1COC(=O)CCC1=NS(=O)(=O)c2ccccc2N1 | -12 | 4 | -8 | 2 | 17 | 1 | 2 | -11 | 1 | 4 | 5
CCc1cc(C(=O)O)c(NC(=O)/C=C/c2ccc(OC)cc2)s1 | -65 | -64 | -47 | 24 | -17 | -42 | -25 | -13 | -6 | -76 | 0
Clc1ccc(OCCCN2CCCC2)cc1Cl | -11 | 7 | -11 | 4 | -7 | 18 | 0 | -12 | -9 | 0 | 1
C[C@H](CO)N1C[C@H](C)[C@@H](CN(C)C(=O)c2ccccc2)OCc2cnnn2CCCC1=O | 16 | -26 | 8 | -5 | 3 | 9 | -9 | -2 | 9 | 2 | 7
COC(=O)CN(c1nc(C)c(Br)c(OC)n1)S(=O)(=O)c1ccccc1 | -19 | -28 | 2 | 5 | 11 | 4 | -10 | 2 | 2 | 5 | -21
O=C(NNC(=O)C12CC3CC(CC(C3)C1)C2)c1ccccn1 | 12 | 1 | 0 | 16 | -11 | 15 | 34 | -6 | -4 | 1 | 23
Cc1ccc(OCc2nc(-c3ccccn3)no2)cc1 | -167 | -73 | -28 | 21 | -23 | -79 | -20 | -7 | -6 | -84 | /
Cc1cc(=O)[nH]c(N/N=C/C=C/c2ccccc2)n1 | -17 | -3 | -16 | 2 | -14 | -11 | 3 | 0 | 7 | -7 | -7
O=C(COC(=O)CCS(=O)(=O)c1ccc(F)cc1)NC1CCCCC1 | 9 | 15 | -7 | -16 | 5 | 4 | 7 | -5 | 4 | -1 | ?
O=C(Cc1ccccc1)Nc1c2c(nn1-c1cccc(Cl)c1)CS(=O)(=O)C2 | 8 | -23 | 8 | 19 | 8 | 0 | -5 | -9 | 2 | 2 | 16
Cc1cc(OCC(=O)N(C)C)c2c(-c3ccccc3)cc(=O)oc2c1 | 7 | 10 | 0 | 14 | -11 | 1 | 2 | -9 | -3 | -7 | 10
C#CCN1C(=O)S/C(=C\c2ccc(-c3ccc(C(=O)O)cc3C)o2)C1=O | -127 | -34 | -59 | -15 | -60 | -96 | -14 | -4 | 3 | -105 | -1
CC(=O)N1N=C(c2ccc(Br)cc2)OC1(C)CC(=O)Nc1ccccc1 (stereo not drawn) | -5 | -1 | -3 | -1 | 8 | 14 | 6 | 0 | -4 | -4 | -14
CCOC(=O)N1CCC2(CC1)NC(=O)c1ccccc1N2 | 4 | 1 | 2 | -3 | -1 | 0 | 2 | -4 | 15 | -6 | 0
Cc1ccc(C)c(NC(=O)CN(C)C(=O)c2ccccn2)c1 | 3 | 17 | 11 | -7 | -20 | 13 | -2 | -1 | -4 | 13 | /

2 entries from above, comma-delimited:
SMILES,LRH-1 inv ag,SRC2 inh,NR2F2 inh,C8 TRAIL sens,TROY signal inh,SRC3 inh,EBV LMP1 NFkB,NOD2-RIPK2 inh,TLR9-MyD88 inh,SRC1 inh,Vif imaging
Cc1cc(OCC(=O)N(C)C)c2c(-c3ccccc3)cc(=O)oc2c1,7,10,0,14,-11,1,2,-9,-3,-7,10
O=C(NNC(=O)C12CC3CC(CC(C3)C1)C2)c1ccccn1,12,1,0,16,-11,15,34,-6,-4,1,23

The results go on:
SMILES | LRH-1 inv ag | SRC2 inh | NR2F2 inh | C8 TRAIL sens | TROY signal inh | SRC3 inh | EBV LMP1 NFkB | NOD2-RIPK2 inh | TLR9-MyD88 inh | SRC1 inh | Vif imaging
O=C(CN1CCN(Cc2ccc3c(c2)OCO3)CC1)Nc1ccc2[nH]c(=O)[nH]c2c1 | -1 | -20 | 0 | -1 | -19 | -5 | 4 | -3 | -4 | -4 | 26
O=[N+]([O-])c1cccc(-n2cc3ccc([N+](=O)[O-])cc3n2)c1 | -21 | 16 | -12 | 9 | -47 | -40 | -13 | -1 | 9 | -27 | 5
COc1ccc(S(=O)(=O)/N=C2/NC(=O)/C(=C\c3cc(OC)c(OC)cc3[N+](=O)[O-])S2)cc1 | 2 | -13 | 7 | -6 | 21 | -1 | -4 | 6 | -7 | 7 | -13
COc1cc(OC)cc(-c2nc(SCC(=O)Nc3ccccc3F)n[nH]2)c1 | -20 | -11 | 15 | 12 | -10 | -5 | -11 | 7 | -3 | 17 | -17
O=C(NCCc1cccc(Cl)c1)c1cc2ccccc2oc1=O | -7 | / | / | 12 | -3 | 3 | 4 | -2 | -1 | -3 | -2
COc1cc(/C=N/N2CCOCC2)ccc1OC(=O)c1ccco1 | 7 | 12 | 4 | -7 | -6 | 6 | -3 | -4 | -2 | 6 | 1
O=C(NN=Cc1ccc(Cl)cc1Cl)C1CC1 | -10 | -14 | -4 | 8 | -9 | -12 | 7 | 2 | -1 | -14 | -8
O=C(NCCC1=CCCCC1)c1cc(-c2ccccn2)nc2ccccc12 | 7 | -29 | -12 | -8 | 5 | 3 | -12 | -15 | 5 | 6 | -3
N#CC(c1ccccc1)c1ccc2c(C(F)(F)F)cc(C(F)(F)F)nc2n1 (stereo not drawn) | 21 | 9 | 6 | 33 | 59* | 10 | 21 | 1 | -3 | 3 | 2
O=C(COC(=O)c1ccc(F)c(S(=O)(=O)N2CCOCC2)c1)Nc1ccc2[nH]c(=O)[nH]c2c1 | -4 | 3 | 0 | -29 | -18 | -31 | -1 | 3 | -9 | -2 | 0
Nc1ccc2nc(SCC(=O)N3CCOCC3)sc2c1 | -10 | -66 | -17 | 1 | 19 | -6 | -9 | -1 | -4 | -14 | -5
COc1ccc(OC)c(NC(=O)c2c3c(nc4ccccc24)CCC3)c1 | -2 | / | / | 10 | 14 | 17 | -5 | -2 | -12 | -14 | -6
CC(C)(C)OC(=O)N1CCC[C@H]1c1nnc(SCc2c(F)cccc2Cl)o1 | 14 | -6 | 7 | -6 | 12 | 3 | -3 | -6 | -8 | -7 | -7
S=C(NCc1ccco1)N1CCC(c2nc3ccccc3o2)CC1 | -6 | 10 | -7 | -4 | 8 | 8 | -12 | -8 | 6 | -17 | 5
O=C(O)c1cc(-c2ccc(Cl)cc2)n(-c2ccccc2)n1 | 9 | -22 | 13 | -3 | 0 | -11 | -5 | -4 | -2 | -91 | 0
Cc1ccc(C(=O)N[C@H](C(=O)OCc2cc(=O)oc3cc(C)ccc23)C(C)C)cc1 | -20 | -9 | -19 | -8 | -22 | 2 | 7 | 0 | -3 | 1 | -8
COc1ccccc1NC(=O)CCCC(=O)OCC(F)(F)C(F)F | 11 | -9 | -5 | 23 | 2 | 9 | -6 | -18 | 13 | -17 | 3
CC(=O)c1cccc(NC(=O)COC(=O)C2=COCCO2)c1 | 1 | -5 | 20 | -1 | 4 | -10 | 4 | -8 | 9 | -7 | 3
CC1(C(=O)N(CC(=O)NC2CCCC2)Cc2ccco2)CC(=O)N=C2C=CC=CN21 (stereo not drawn) | 12 | 8 | 1 | 4 | 11 | -1 | -61 | -2 | 0 | -5 | 1
Cc1ccc(C(=O)NCCN2CCC(n3c(=O)[nH]c4ccccc43)CC2)cc1C | -30 | 18 | -26 | 12 | -13 | / | / | -3 | / | / | /
CCOc1cc(/C=C(\C#N)C(=O)Nc2ccccn2)ccc1O | 21 | 13 | -7 | 0 | -11 | -2 | -6 | -4 | 0 | -18 | -19
Cc1ccc(C)c(CSc2ccc3nnc(-c4ccccn4)n3n2)c1 | 1 | 6 | 0 | -5 | 26 | 5 | 5 | 2 | -9 | -18 | -9
Cc1ccc(-c2c3c(=O)n(C)c(=O)n(C)c3cn2Cc2ccccn2)cc1 | 1 | -36 | 1 | 0 | -11 | 15 | -8 | -3 | -5 | 18 | /
Cc1cc(C)c2c(CN3CCN(C)CC3)cc(=O)oc2c1 | 23 | -38 | -31 | -3 | 0 | 2 | -7 | -5 | 6 | -6 | 9
CCCCCOC(=O)CSc1n[nH]c(=O)[nH]c1=O | 7 | -21 | 7 | -4 | 0 | 9 | 3 | 5 | 3 | 6 | 2
CC(=O)c1sc2ccccc2c1OC(=O)c1ccco1 | 0 | -39 | -7 | 12 | 45 | -10 | -3 | -9 | 3 | -15 | 17
O=C(CCCCCN1C(=O)CCC1=O)Nc1ccc(Cl)c(C(F)(F)F)c1 | 18 | 3 | 17 | -16 | -4 | 9 | 5 | -6 | -2 | 9 | -8
CCOC(=O)C1CCN(S(=O)(=O)c2ccc3c(c2)CCN3C(C)=O)CC1 | 11 | 16 | 11 | -4 | -3 | 1 | 5 | 4 | -3 | 19 | -2
O=C(Nc1cccc(S(=O)(=O)NC2=NCCC2)c1)c1cc(F)c(F)c(F)c1F | 6 | -19 | 15 | -8 | -8 | 10 | 3 | 2 | -3 | -18 | /
CC1CN(c2oc(-c3ccccc3Cl)nc2C#N)CC(C)O1 (stereo not drawn) | 2 | -6 | 0 | 2 | -20 | 15 | -6 | -16 | 3 | 0 | 3
O=C(Nc1ccc(Cl)cc1)c1nc[nH]c1C(=O)NCc1ccccc1 | -4 | 24 | -8 | 4 | 2 | 11 | 1 | -11 | 6 | -11 | 2
CCN(CC(=O)NC1CCS(=O)(=O)C1)C(=O)c1ccc(OC)c([N+](=O)[O-])c1 (stereo not drawn) | 10 | 6 | 6 | -3 | -8 | -1 | 1 | -9 | -10 | -4 | -12
CC(=O)c1cccc(OCc2cc(C(=O)N(C)Cc3nccs3)no2)c1 | -13 | -34 | -1 | -11 | -26 | -24 | -9 | -18 | -3 | -43 | /
CCC(C)C(=O)C(=O)N1CCC(n2nccc2NC(=O)CCOc2ccccc2)CC1 (stereo not drawn) | 5 | -22 | -8 | -15 | -39 | -7 | -9 | 2 | 8 | -12 | 5

A portion of the library; rates above refer to the full screens.
